KCNQ1 inh: inhibitors of human KCNQ1 channel, primary screen, cell-based, thallium flux, high-throughput; B-score at 10 µM; CHO-K1 KCNQ1, FluxOR thallium flux fluorescence; hits give high values; Potassium voltage-gated channel subfamily KQT member 1 (Homo sapiens), P51787; 310,000 compounds, 1.3% hits;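 active = compounds whose thallium flux B-score, printed positive for inhibition, exceeds three library SD while starting fluorescence stays within three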;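 also: channel opened by potassium depolarization with thallium stimulus after 20 min compound exposure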
GSK3beta inhib: human GSK3beta kinase inhibitors, primary screen, biochemical, cell-free homogeneous, HTS | Glycogen synthase kinase-3 beta (Homo sapiens), P49841 | GST-GSK3beta kinase, ADP-Glo luminescence, 60 min; hits give low values | activity score (negative = inhibition), % at 10 µM | 300,000 compounds, 0.038% hits | AID 2097, 2009;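 active = more than half of replicate wells score below -50%, meaning over 50% inhibition versus plate controls; inconclusive = some replicates but at most half score below -50%; inactive = no replicate scores below -50%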;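 also: 0% = median DMSO wells and -100% = median GW8510 positive control wells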
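Test system – GST-tagged human GSK3beta kinase, cell-free · Incubation – 60 min enzyme reaction, room temperature · Signal – ADP-Glo luminescence · Also added – peptide substrate and ATP at 25 µM · Controls – DMSO neutral wells and GW8510 at 20 µM as positive · Buffer or medium – Tris/MgCl2 kinase buffer · Measure – Luminescence-derived activity versus plate DMSO and GW8510 wells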
Dyrk1A ADPGlo: rat Dyrk1A kinase inhibitors, primary screen, biochemical, single point, plate reader | ADP-Glo luminescence, NFATc1 peptide | 310,000 compounds, 0.43% hits | inhibition, % at 12.5 µM | Dual specificity tyrosine-phosphorylation-regulated kinase 1A (Rattus norvegicus), Q63470; in the data active = inhibition above about 50%;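 also: plate controls were vehicle with enzyme for no effect and no enzyme for full effect; many of its hits are not listed in these tables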
hERG rescue: hERG rescue from dofetilide block, primary screen, cell-based, CHO-hERG, FluxOR thallium flux, dofetilide IC70. Voltage-gated inwardly rectifying potassium channel KCNH2 (Homo sapiens), Q12809. dofetilide IC70 present. activation (rescue from dofetilide block), less the hit threshold, % at 10 µM. 310,000 compounds, 0.51% hits;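 active = activation above the mean of controls blocked by dofetilide plus 5 SD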;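 also: thallium influx through hERG after potassium depolarization seen as dye fluorescence rise; in these data hits start at about 4.7%; inactives centre near -7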
KCNK9 block: KCNK9 potassium channel inhibitors, primary screen, HEK293 cells, thallium flux. Potassium channel subfamily K member 9 (Homo sapiens), Q9NPC2. FluxOR thallium flux fluorescence; hits give low values. B-score at 10 µM. 310,000 compounds, 1.2% hits;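 active = ratio B-score over 3 SD below the library mean, with starting fluorescence within 5 SD of its mean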;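 also: negative B-score means less thallium flux so channel inhibition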
Target sequence (Q9NPC2 whole entry, looked up): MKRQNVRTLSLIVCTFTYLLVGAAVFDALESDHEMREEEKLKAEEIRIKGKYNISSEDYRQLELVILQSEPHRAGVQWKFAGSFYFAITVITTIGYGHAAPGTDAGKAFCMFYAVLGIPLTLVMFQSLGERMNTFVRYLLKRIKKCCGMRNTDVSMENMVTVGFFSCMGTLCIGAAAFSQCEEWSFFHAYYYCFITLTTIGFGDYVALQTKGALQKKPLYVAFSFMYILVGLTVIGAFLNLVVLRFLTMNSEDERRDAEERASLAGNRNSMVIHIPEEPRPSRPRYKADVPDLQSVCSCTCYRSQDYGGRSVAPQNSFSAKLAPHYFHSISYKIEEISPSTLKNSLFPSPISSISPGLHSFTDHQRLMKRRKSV
HDAC3 inh: HDAC3 deacetylase inhibitors, primary screen, biochemical, fluorescence, cell-free homogeneous. Histone deacetylase 3 (Homo sapiens), O15379. recombinant HDAC3, fluorogenic peptide/trypsin coupled. inhibition, % at 8.3 µM. 320,000 compounds, 0.15% hits; in the data active = inhibition above about 26%, passing the limit was not always enough; inconclusive = no clear call, values can overlap the other calls
KCNK3 block: human KCNK3 channel inhibitors, primary screen, CHO cells, FluxOR thallium flux, B-score; AID 602410, 2012; FluxOR fluorescence; hits give low values; 340,000 compounds, 0.84% hits; Potassium channel subfamily K member 3 (Homo sapiens), O14649; B-score at 10 µM;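 active = B-score under library mean minus 4 SD, starting fluorescence ratio at most library mean plus 5 SD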;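 also: more negative B-score means stronger inhibition of thallium flux through KCNK3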
PolyA inhibitor: polyadenylation inhibitors in yeast reporter cells, primary screen, luminescence, S. cerevisiae; S. cerevisiae SKY197-pL101 polyadenylation reporter, beta-gal luminescence; efflux-impaired pdr1/pdr3 knockout yeast; score 100 = 6 SD above DMSO; calls only at 12 µM; 300,000 compounds, 0.02% hits; AID 1875, 2009;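 active = lowest replicate activity score at least 50, where 100 means six control SD above control mean; inconclusive = lowest score under 50 but half or more replicates reach 50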;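 also: yeast exposed to compound for 9 h at 30 °C; higher score means more reporter readthrough which indicates perturbed polyadenylation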
GSK3A inh: blockers of GSK3A enzyme activity – biochemical, luminescence, cell-free homogeneous, HTS, primary screen; 320,000 compounds, 0.1% hits; AID 2650, 2010; inhibition, % at 10 µM; GSK-3 alpha kinase, ADP-Glo luminescence, 60 min;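 in the data active = inhibition above about 50%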;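 also: GST-tagged GSK-3 alpha with peptide substrate and 25 µM ATP; 0% = DMSO neutral wells and 100% = GW8510 positive control wells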
Target sequence (P49840 whole entry, looked up): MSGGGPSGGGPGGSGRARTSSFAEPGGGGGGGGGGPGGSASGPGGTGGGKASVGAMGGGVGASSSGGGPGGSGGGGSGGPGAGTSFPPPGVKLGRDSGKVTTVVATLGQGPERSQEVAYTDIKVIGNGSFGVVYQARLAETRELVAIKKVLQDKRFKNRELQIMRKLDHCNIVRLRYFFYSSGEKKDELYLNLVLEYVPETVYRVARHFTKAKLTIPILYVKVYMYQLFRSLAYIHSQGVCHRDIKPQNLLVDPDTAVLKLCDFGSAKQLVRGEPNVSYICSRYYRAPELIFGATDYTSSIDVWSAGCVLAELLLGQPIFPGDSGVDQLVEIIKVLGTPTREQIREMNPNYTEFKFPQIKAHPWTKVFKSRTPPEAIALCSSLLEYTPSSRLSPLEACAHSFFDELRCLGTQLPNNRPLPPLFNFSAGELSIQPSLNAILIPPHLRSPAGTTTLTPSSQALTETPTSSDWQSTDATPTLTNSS
RGS4 act: RGS4 potentiators or activators, primary screen, cell-based, HEK293 M3R inducible RGS4, calcium flux; AID 463111, 2010; carbachol calcium flux Fluo4; hits give low values; 310,000 compounds, 0.92% hits; B-score at 10 µM;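 active = B-score of the integrated calcium signal more than 4 SD below the library mean, with starting fluorescence not abnormally high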;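 also: negative B-score means reduced calcium response which marks RGS4 activation or potentiation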
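Also added: carbachol at ECmax as muscarinic agonist stimulus; Assay system: HEK293 cells with stable M3R and inducible RGS4; Timing: overnight RGS4 induction, 30 min dye load 37 °C, 20 min compound RT; Measured by: Fluo4-AM (2 µM) calcium-flux fluorescence, kinetic read.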
KCNQ1 act: potentiators or activators of KCNQ1 channel, primary screen, cell-based, thallium flux, high-throughput | 310,000 compounds, 0.35% hits | B-score at 10 µM | AID 2648, 2010 | CHO-K1 KCNQ1, thallium flux FluxOR fluorescence; hits give high values;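 active = fluorescence ratio B-score, a plate-corrected score, at least three library SD, with initial intensity B-score within 5 SD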
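System: Stable KCNQ1 CHO-K1 line | Incubation: 90 min dye loading and 20 min compound exposure, both at room temperature | Measure: Ratio B score | Medium: Assay buffer for compound exposure, DMSO matched across wells | Compound dosing: Single-concentration screen | Probe or stimulus: K+/Tl+ depolarizing stimulus | Measured by: Kinetic FluxOR fluorescence, 10 s baseline plus 110 s post-stimulus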
Active calls of the source: *; i = inactive; ? = inconclusive; . = no result given.

SMILES | KCNQ1 inh | GSK3beta inhib | Dyrk1A ADPGlo | hERG rescue | KCNK9 block | HDAC3 inh | KCNK3 block | PolyA inhibitor | GSK3A inh | RGS4 act | KCNQ1 act
O=S(=O)(c1cccc(S(=O)(=O)N2CCOCC2)c1)N1CCCCC1 | i | 1 | 2 | 1 | i | ? | i | i | -1 | i | i
COc1ccc(NN=Nc2nc3c([nH]2)c(=O)n(C)c(=O)n3C)cc1 | i | -1 | 1 | -4 | i | . | i | i | -1 | i | i
CC1CCN(C(=O)c2ccc([N+](=O)[O-])o2)CC1 | i | 0 | 1 | -8 | i | 10 | i | i | -4 | i | i
CCCOc1ccc(NCC(=O)Nc2ccc(C)cc2C)cc1 | i | 0 | 2 | -9 | i | -1 | i | i | -2 | i | i
CCCN=Cc1sc2ccc(OCC)cc2c1O | i | 4 | 6 | -10 | i | -3 | i | i | -1 | i | i
CCOc1ccccc1N(CC(=O)Nc1cc(OC)ccc1OC)S(C)(=O)=O | i | -2 | 1 | -16 | i | 8 | i | i | -2 | i | i
Cc1ccccc1C(=O)c1cccn1CC(=O)N1CCCCC1 | i | 0 | 7 | -2 | i | 3 | i | i | 3 | i | i
CN(CC(=O)N1CCN(c2ccccn2)CC1)S(=O)(=O)c1ccc(Cl)cc1 | i | 2 | 2 | -6 | i | -3 | i | i | 0 | i | i
CCC(C)[C@@H](C(=O)N1CCNCC1)n1cc(CCCN=C(N)N)nn1 (some centres undefined) | i | -2 | 1 | -4 | i | -1 | i | i | -1 | i | i
Cc1ccc(N/N=C/c2ccc3c(c2)OCCO3)cc1Cl | i | -1 | 2 | -7 | i | 12 | i | i | -3 | i | i
COc1ccc(NC(=O)c2cccc(OS(=O)(=O)N(C)C)c2)cc1 | i | 3 | 2 | -14 | i | -4 | i | i | 0 | i | i
c1ccc2[nH]c(C3CC3)nc2c1 | i | 0 | -1 | 3 | i | 1 | i | i | 2 | i | i
Cc1c(C)c2c(OCC(=O)NCc3ccco3)cc3c(c2oc1=O)CCC(C)(C)O3 | i | 2 | 6 | -7 | i | -2 | i | i | -3 | i | i
CCOc1ccc(N=NC2C(=O)N(C(N)=S)N=C2C)cc1 (centres undefined) | i | 1 | -1 | -3 | i | 5 | i | i | 2 | i | i
COc1cccc(NC(=O)CCC2CCN(C(=O)c3ccc(C(C)=O)s3)CC2)c1 | i | -1 | -2 | -7 | i | 4 | i | i | -2 | i | i
Cc1cc(OC(=O)c2c(Cl)cc(Cl)cc2Cl)nc(C)n1 | i | 3 | 2 | -13 | i | 1 | i | i | 0 | i | i
CCN1CCN(Cc2ccc(NC(=O)c3ccc(C)c(NC(=O)C4=NN(c5ccccc5)C(=O)C4)c3)cc2C(F)(F)F)CC1 | i | -3 | 4 | -7 | i | -1 | i | i | 1 | i | i
NC1=NC(=O)CC(C(=O)NCc2ccccc2)S1 (centres undefined) | i | 0 | 0 | -3 | i | -1 | i | i | 0 | i | i
COc1ccc(C)cc1S(=O)(=O)NCCc1ccccc1 | i | -1 | 5 | -9 | i | -2 | i | i | 0 | i | i
Cc1ccccc1OCCNc1cc(N2CCCCC2)ccc1[N+](=O)[O-] | i | 1 | -6 | -4 | -7* | 9 | i | i | 1 | i | i
CCOC(=O)c1ccc(NC(=O)Cc2coc3cc4c(cc23)CCC4)cc1 | 6* | 2 | -1 | -6 | i | -4 | i | i | -3 | i | i
c1ccc(Nc2nc(CSc3ncn[nH]3)cs2)cc1 | i | 1 | 13 | -12 | i | 15 | i | i | 1 | i | i
CC(C)Oc1cccc(C(=O)C2CCCN(S(C)(=O)=O)C2)c1 (centres undefined) | i | 5 | 2 | -22 | i | 9 | i | i | 0 | i | i
CCN1CCCC1CNC(=O)C1c2cc(OC)c(OC)cc2C(=O)N(C)C1c1cccnc1 (centres undefined) | i | 0 | -2 | -3 | i | 9 | i | i | 0 | i | i
CCN1CCN(c2ccc(NC(=O)c3ccco3)cc2)CC1 | i | -1 | . | -6 | i | . | i | i | 2 | i | i

Fetched by compound from above, six records:
SMILES | KCNQ1 inh | GSK3beta inhib | Dyrk1A ADPGlo | hERG rescue | KCNK9 block | HDAC3 inh | KCNK3 block | PolyA inhibitor | GSK3A inh | RGS4 act | KCNQ1 act
c1ccc2[nH]c(C3CC3)nc2c1 | i | 0 | -1 | 3 | i | 1 | i | i | 2 | i | i
CCCN=Cc1sc2ccc(OCC)cc2c1O | i | 4 | 6 | -10 | i | -3 | i | i | -1 | i | i
CCOC(=O)c1ccc(NC(=O)Cc2coc3cc4c(cc23)CCC4)cc1 | 6* | 2 | -1 | -6 | i | -4 | i | i | -3 | i | i
CCN1CCN(Cc2ccc(NC(=O)c3ccc(C)c(NC(=O)C4=NN(c5ccccc5)C(=O)C4)c3)cc2C(F)(F)F)CC1 | i | -3 | 4 | -7 | i | -1 | i | i | 1 | i | i
CCC(C)[C@@H](C(=O)N1CCNCC1)n1cc(CCCN=C(N)N)nn1 (some centres undefined) | i | -2 | 1 | -4 | i | -1 | i | i | -1 | i | i
Cc1ccccc1C(=O)c1cccn1CC(=O)N1CCCCC1 | i | 0 | 7 | -2 | i | 3 | i | i | 3 | i | i

Additional results.
SMILES | KCNQ1 inh | GSK3beta inhib | Dyrk1A ADPGlo | hERG rescue | KCNK9 block | HDAC3 inh | KCNK3 block | PolyA inhibitor | GSK3A inh | RGS4 act | KCNQ1 act
Cn1c(SCC(=O)NC2CCCCCC2)nnc1-c1ccco1 | i | -3 | 2 | -6 | i | -1 | i | i | -2 | i | i
COC(=O)c1cc(Cl)cc(Cl)c1OS(=O)(=O)N(C)C | i | 1 | -1 | -6 | i | 0 | i | i | 1 | i | i
O=C(Nc1ccc2nc(-c3ccco3)c(-c3ccco3)nc2c1)N1CCCCCC1 | i | -6 | . | -8 | i | 5 | . | i | 0 | i | i
CCOc1ccc(N2CC(C(=O)N3CCCCCC3)CC2=O)cc1 (centres undefined) | i | 3 | 2 | -4 | i | -5 | i | i | -4 | i | i
O=C(CS(=O)(=O)c1ccccc1)c1cc2cc(F)ccc2oc1=O | i | -3 | 7 | -4 | i | -2 | i | i | -2 | i | i
CCOc1ccccc1NC(=O)COc1coc(CN2CCc3ccccc3C2)cc1=O | i | -3 | -5 | -16 | i | . | i | . | -1 | i | i
CCCc1cc(=O)oc2c3c(cc(OCC(=O)NCCCn4ccnc4)c12)OC(C)(C)CC3 | i | 1 | -1 | -12 | i | -143 | i | i | 2 | i | i
CCOC(=O)Cc1csc(N/N=C\c2ccc(N(C)C)cc2)n1 | i | -5 | -2 | -10 | i | 4 | i | i | 1 | i | i
CC(C)(C)C(=O)Nc1c(Cl)cccc1OC(F)(F)F | i | -3 | -4 | -11 | i | 7 | i | i | -4 | i | i
COc1cccc(Cn2cccc(NC(=O)Nc3ccc(C#N)cc3)c2=O)c1 | i | 1 | -1 | -13 | i | 0 | i | i | -2 | i | i
Cc1ccc(C(=O)O/N=C(/c2nonc2N)N(C)C)cc1 | i | 7 | 0 | -11 | i | 2 | i | i | -1 | i | i
Cc1c(C(=O)OC(C)C)sc2nc[nH]c(=O)c12 | i | 3 | 0 | -5 | i | 0 | i | i | 13 | i | i
CCOC(=O)c1cc(CC)sc1NC(=O)c1cc(OC)c(OC)c(OC)c1 | i | 2 | 13 | -2 | i | -5 | i | i | -1 | i | i
COc1ccc(N(CC(=O)NCCSCc2ccco2)S(=O)(=O)c2ccccc2)cc1 | i | 7 | -5 | -10 | i | 4 | i | i | -5 | i | i
C/C(=N\NC(=S)NCCc1ccccc1)c1ccc(O)cc1O | i | -7 | 25 | -23 | i | -7 | i | i | 0 | i | i
O=S(=O)(NCCSc1nnc(-c2ccco2)n1-c1ccccc1)c1ccccc1 | i | -5 | -2 | -12 | i | 4 | i | i | -2 | i | i
O=C(O)c1ccc(CN(c2ccccc2)S(=O)(=O)c2ccccc2)cc1 | i | 4 | . | -5 | i | -2 | i | i | 1 | i | i
Cc1ccccc1NC1=C(Cl)C(=O)OC1OC(=O)c1ccccc1C (centres undefined) | i | -3 | -2 | -6 | i | 9 | -12* | i | 0 | i | i
O=C(CCNS(=O)(=O)c1ccccc1)N1CCCCCC1 | i | -2 | -5 | -10 | i | . | i | i | 3 | -7.1* | i
CC(C)N(Cc1ccccc1)C(=O)c1cccs1 | i | 0 | 1 | -1 | i | 7 | i | i | 0 | i | i
O=C(CSc1cccc2cccc(Cl)c12)OCC(=O)N1CCN(C(=O)c2ccco2)CC1 | i | 3 | 24 | -8 | i | -3 | i | i | -2 | i | i
CC(/C=C1\SC(=S)N(CCC(=O)Nc2nc(C)cs2)C1=O)=C\c1ccccc1 | i | 24 | -8 | -14 | i | 1 | i | i | 0 | i | i
Cc1nc(N2CCN(S(=O)(=O)c3ccccc3)CC2)c2cc(-c3ccccc3)sc2n1 | i | 4 | -8 | -6 | i | -16 | i | i | -3 | i | i
CCOc1cc(C2C(C#N)=C(N)OC3CCCC(=O)C32)ccc1OCCN1CCOCC1 (centres undefined) | i | 1 | 3 | -1 | i | 0 | i | i | -1 | i | i
COc1cc(CN2CCC(C(=O)N3CCN(c4ccccc4F)CC3)CC2)cc(OC)c1O | i | 1 | -2 | -19 | i | 2 | i | i | . | i | i
O=C(CN(Cc1cccs1)C(=O)CCC(=O)Nc1nccs1)NCc1ccccc1 | i | 2 | . | -4 | i | 6 | i | i | 5 | i | i

The list is partial. The share of hits here may be higher or lower than overall.
